Bioassay records: PubChem, National Center for Advancing Translational Sciences (NCATS)
Abeta rescue = qHTS for compounds that reverse cellular toxicity of Amyloid beta (A-beta) peptide in yeast: Primary Screen; yeast expressing A-beta42, growth rescue, OD600, 48 h; response scale: 0% DMSO, 100% iron-clioquinol control; Potency, µM (series often up to 46.1 µM), for inactives: top-dose growth rescue, actives largely listed as activators; 410,000 tested, 0.063% active; note: potency is the fitted concentration of half-maximal effect; nearly all actives have a fitted effect of over 55% in size
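Yeast A-beta toxicity model in growth medium with pinned compounds, 48 h at 30 C; growth read as absorbance at 600 nm. Normalized to FeCl3/clioquinol equimolar mix (positive) and DMSO (negative).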
aSyn rescue = qHTS of alpha-syn Inhibitors. Yeast expressing alpha-synuclein, growth rescue, BacTiter-Glo, 24 h. Potency, µM (series often up to 46.1 µM), inactives show at the top dose growth rescue (activation), actives largely listed as activators. 370,000 tested, 0.14% active. AID 652106, 2013; note: potency is the fitted concentration of half-maximal effect; % of control where 0% means no effect; nearly all actives have a fitted effect of over 65% in size
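Rescue of yeast growth: cells expressing toxic alpha-synuclein, induced in galactose at OD600 0.02, incubated with compound 24 h at 30 C. ATP luminescence quantified growth; inhibitors of toxicity appear as activators.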
GLP-1R inv ag = qHTS of GLP-1 Receptor Inverse Agonists (Inhibition Mode) | 410,000 tested, 1.6% active | Potency, µM (highest dose often 38.3 µM), inactives show at the highest dose activity change, negative = inhibition, actives largely listed as inhibitors | HEK293 GLP-1R CRE-luciferase, luminescence, 24 h; GLP-1R form is constitutively active | AID 624417, 2012; note: potency is the fitted concentration of half-maximal effect; % is set by controls: 0 for no effect and ±100 for the full control effect; nearly all actives have a fitted effect of over 55% in size
Target sequence (P43220 whole entry, looked up): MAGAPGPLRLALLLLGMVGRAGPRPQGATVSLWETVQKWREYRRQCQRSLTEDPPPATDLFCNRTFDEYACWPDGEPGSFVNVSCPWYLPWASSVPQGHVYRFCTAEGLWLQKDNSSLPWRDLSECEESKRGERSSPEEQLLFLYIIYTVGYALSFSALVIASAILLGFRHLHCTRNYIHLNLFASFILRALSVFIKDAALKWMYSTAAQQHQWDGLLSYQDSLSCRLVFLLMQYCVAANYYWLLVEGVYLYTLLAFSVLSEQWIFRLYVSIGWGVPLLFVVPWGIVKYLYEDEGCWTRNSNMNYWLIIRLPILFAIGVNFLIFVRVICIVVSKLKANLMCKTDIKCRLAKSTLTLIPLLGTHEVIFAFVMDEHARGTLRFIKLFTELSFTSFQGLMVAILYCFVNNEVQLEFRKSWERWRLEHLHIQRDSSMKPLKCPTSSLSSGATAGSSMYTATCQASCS
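GLP-1R inverse agonism mode: basal reporter luminescence in engineered HEK293 cells measured after one day of compound exposure at 37 deg C, with a 12 min room-temperature detection step.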
FUS suppressor = qHTS for Suppressors of FUS Proteinopathy: Primary screen using FUS-linked yeast assay | S. cerevisiae FUS-expressing, growth rescue, OD600, 24 h | Potency, µM (highest dose often 76.6 µM), for the others: at the highest dose growth rescue (activation), actives largely listed as activators | 390,000 tested, 0.24% active | AID 1347120, 2019;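 note: potency is the fitted concentration of half-maximal effect; plate controls were DMSO vehicle for no effect and reference control for full effect; nearly all actives have a fitted effect of over 55% in size; some results filed as inactive show a strong effect at the top dose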
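Yeast expressing FUS under galactose induction, OD 0.005 in 2% galactose medium; compounds in a dilution series, 24 h at 30C. Growth rescue by absorbance at 600 nm; CP55940 positive control, DMSO negative.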
Mm-Cpn inhibitor = Inhibitors of TCP-1 ring complex (TRiC) of Methanococcus maripaludis (MmCpn): qHTS | AID 504842, 2011 | Potency, µM (doses to about 76.9 µM), inactives show at the top dose activity, negative = inhibition, actives largely listed as inhibitors | Chaperonin Mm-Cpn (Methanococcus maripaludis) | purified Mm-Cpn ATPase, ADP Transcreener TR-FRET | 330,000 tested, 0.031% active; note: potency is the fitted concentration of half-maximal effect; % is set by controls: 0 for no effect and ±100 for the full control effect; nearly all actives have a fitted effect of over 80% in size
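ATPase read-out: TR-FRET ADP immunoassay (anti-ADP Eu cryptate vs ADP-d2), ex 320 nm, em 590/665 nm; signal drops as ADP forms. Enzyme 25 nM, ATP 10 uM, 30 min at 37°C after 10 min compound preincubation.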
PTHR1 agonist = qHTS for PTHR1 Agonists: Primary Screen; Parathyroid hormone/parathyroid hormone-related peptide receptor (Homo sapiens), Q03431; HEK293 GP2 PTHR1 cells, GloSensor cAMP luminescence, 1 h; Potency, µM (series often up to 115 µM), for the others: top-dose activation, usual class: activators; 410,000 tested, 0.075% active; AID 743266, 2014; note: potency is the fitted concentration of half-maximal effect; nearly all actives have a fitted effect of over 55% in size; some results filed as inactive show a strong effect at the top dose; inactives centre near -15; many of its hits are not listed in these tables
Target sequence (Q03431 whole entry, looked up): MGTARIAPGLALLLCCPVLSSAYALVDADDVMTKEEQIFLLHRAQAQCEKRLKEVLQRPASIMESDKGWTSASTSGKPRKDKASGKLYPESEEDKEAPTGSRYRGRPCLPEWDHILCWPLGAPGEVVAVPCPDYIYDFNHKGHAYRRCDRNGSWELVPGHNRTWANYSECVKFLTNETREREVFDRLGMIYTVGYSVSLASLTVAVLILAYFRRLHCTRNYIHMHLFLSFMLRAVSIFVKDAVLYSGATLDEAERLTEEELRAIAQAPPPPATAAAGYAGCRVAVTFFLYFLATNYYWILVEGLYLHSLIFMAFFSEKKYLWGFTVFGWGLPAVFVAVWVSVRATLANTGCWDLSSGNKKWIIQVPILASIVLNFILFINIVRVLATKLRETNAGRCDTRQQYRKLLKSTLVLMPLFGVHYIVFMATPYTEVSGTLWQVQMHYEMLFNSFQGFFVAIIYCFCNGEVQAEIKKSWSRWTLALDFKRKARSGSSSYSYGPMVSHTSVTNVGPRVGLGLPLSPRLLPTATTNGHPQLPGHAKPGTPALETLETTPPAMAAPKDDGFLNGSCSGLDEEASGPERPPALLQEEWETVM
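HEK-293-derived GP2 cells expressing PTHR1 and a GloSensor cAMP reporter, 3,000/well, plated overnight, given luciferin plus IBMX (each 0.5 mM as added) for 1 h at 37 °C, then compound for 1 h at 37 °C. Luminescence was read after 15 min at room temperature.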
TDP43 rescue = qHTS of TDP-43 Inhibitors. TDP-43 expressing yeast growth rescue, BacTiter-Glo, 24 h. Potency, µM (highest dose often 46.1 µM), without a hit: at the top dose growth rescue (activation), most hits filed as activators. 410,000 tested, 1.8% active. AID 652104, 2013; note: potency is the fitted concentration of half-maximal effect; % of control where 0% means no effect; nearly all actives have a fitted effect of over 50% in size
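Yeast expressing TDP-43 (pregrown in raffinose, seeded at OD600=0.02 in galactose medium) exposed to compounds 24 hr at 30 deg C. Growth read by BacTiter-Glo luminescence; rescue of toxicity appears as increased signal.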
HEK293 tox = qHTS of GLP-1 Receptor Inverse Agonists: Cytotox Screen | 410,000 tested, 0.13% active | HEK293 cAMP-luciferase reporter cells, luminescence, 24 h | Potency, µM (highest dose often 38.3 µM), inactives show at the highest dose activity change, negative = inhibition, hits mostly inhibitors | AID 624418, 2012;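 note: loss of luciferase light is scored as toxicity; potency is the fitted concentration of half-maximal effect; % is set by controls: 0 for no effect and ±100 for the full control effect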
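Luminescence readout: signal drop marks cytotoxicity. Plated cells grew 12 h at 37 °C, 5% CO2, received 23 nL compound for 24 h, then got luciferase reagent, read after 12 min at RT.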
pAkt inh = HTS Assay for Inhibitors of Akt Phophorylation: Primary Screen. activity change, % for hits at 50 µM. 360,000 tested, 0.32% active. Neuro2A IGF-stimulated pAkt S473 HTRF, 20 min; hits give low values. AID 651550, 2012; in the data active = activity change below about -80%; inconclusive = mostly about -51% to -80%; note: % is set by controls: 0 for no effect and ±100 for the full control effect
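Single-point screen (50 µM final compound) in Neuro2A cells stimulated 20 min with 6 nM IGF at 37 deg C. After lysis, Ser473-phosphorylated Akt read by HTRF (ex 330 nm, em 615/665 nm) as the 665/615 ratio.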
The depositor's hits bear a star; i = inactive; ? = inconclusive; nt = no result given; & = joins results of further samples; [ ] = remark or other dose. Unless noted, calls come from the whole dose curve; as a rule, active = well fitted curve in the direction sought with a large enough effect; inconclusive = small, poorly fitted or top-dose-only effect, or another doubt; inactive = no such curve, though single readings can be large; an effect the other way counts as inactive or inconclusive. Some of the compounds tested; the hit share may differ from the screen's.

SMILES | Abeta rescue | aSyn rescue | GLP-1R inv ag | FUS suppressor | Mm-Cpn inhibitor | PTHR1 agonist | TDP43 rescue | HEK293 tox | pAkt inh
CCn1nnc(NC(=O)c2ccco2)n1 | 0% | 0% | 22% | 11% | 2% | -14% | 14% | 3% | i
CC(=O)NCCn1c(SCc2ccc(C)cc2)nc2ccccc2c1=O | 10% | nt | ? | 23% | 2% | -48%[inhibitor] | 27% | -6% | nt
O=C(CNC(=S)N(Cc1ccccc1)Cc1cccnc1)NC1CC1 | -9% | 5% | -5% | 6% | -1% | i | 8% | -7% | i
CC(O)[C@H](NC(=O)C1CCN(C(=O)[C@H](Cc2ccccc2)NC(=O)OC(C)(C)C)CC1)C(=O)O (stereo not given in full) | -14% | 0% | 6% | -19% | 1% | i | 8% | 6% | i
O=C(Nc1nc2c(F)cc(F)cc2s1)c1ccccn1 | 7% | 26% | ? | -4% | -5% | -27% | ? | ? | i
COC(=O)c1ccc(N=C2SCC(=O)N2C)cc1 | 4% | -4% | 33%[activator] | 6% | 0% | i | nt | -4% | i
O=C(NCCC1=CCCCC1)c1ccc(F)c(S(=O)(=O)N2CCOCC2)c1 | -2% | 10% | 8% | -14% | -1% | -21%[57.5 µM] | 3% | 4% | i
O=[N+]([O-])c1ccc(C2=CSC3=NCCN23)cc1 | -9% | 0% | -27% | 22% | nt | 6% | -30%[inhibitor] | 5% | i
C/C(=N\NC(=O)c1cc2c(s1)CCC(C)C2)c1cccnc1 (stereo not given) | -10% | -18% | 4% | 10% | -3% | -22% | 0% | 10% | i
CC(C)c1onc(C(=O)N2CCOCC2)c1[N+](=O)[O-] | 9% | -10% | 3% | -17% | 2% | i | -12%[0.397 µM] | -1% | i
O=C(Nc1ccccc1C(=O)Nc1ccncc1)c1ccc([N+](=O)[O-])cc1 | -13% | 1% | 44%[activator] | -6% | 0% | -13% | 1% | -9% | i
CCOc1nc(-c2ccc(OC)cc2)ccc1-c1noc(-c2ccncc2)n1 | 3% | 0% | 0% | -15% | -1% | i | -13% | 3% | i
CC(C)(C)OC(=O)C[C@H]1C/C=C\C[C@@H](CC(=O)N(CCO)Cc2ccccc2)C(=O)N[C@@H](Cc2ccccc2)COC1=O | 6% | 1% | -18% | 32% | 1% | -12% | 15% | -22% | i
C=CCNC(=O)c1onc(CSc2ccccc2)c1C(=O)NCC=C | 5% | 1% | -4% | -24% | nt | -2% | ? | 2% | i
Cc1cc(C)c(C)c(S(=O)(=O)N2CCN(C)CC2)c1C | 2% | -10% | -14% | 26% | -2% | i | -19%[9.22 µM] | 0% | i
CCOCc1ccccc1Nc1ncnc2onc(-c3ccc(Cl)cc3)c12 | 3% | nt | 2% | -12% | nt | -11% | 7% | 4% | nt
CN(C)CCCN(C(=O)c1ccc(S(=O)(=O)N2CCc3ccccc32)cc1)c1nc2ccc(Cl)cc2s1 | -16% | 0% | ? | nt | 1% | i | -23% | ? | i
CC(C)NC(=O)CN1CCN(C(c2ccnc3ccccc23)c2nnnn2-c2ccc3c(c2)OCCO3)CC1 (stereo not given) | 8% | -6% | 22% | 4% | nt | -5% | 7% | 0% | i
O=c1c2oc3ccccc3c2n(Cc2ccccc2F)c(=O)n1Cc1ccccc1 | -5% | nt | 2% | -10% | nt | ? | 8% | 19% | nt
Cc1ccc(S(=O)(=O)Nc2ccc(Cl)cn2)cc1C | 3% | -1% | -16% | -2% | -2% | -14% | -15%[1.82 µM] | -6% | i
CC1CN(C(=S)SCC(=O)c2ccccc2)CC(C)O1 (stereo not given) | -13% | -1% | ? | 1% | 2% | -4% | 1% | -17% | i
Fc1ccc(C2c3[nH]c4ccccc4c3CCN2CCCn2cccn2)cc1 (stereo not given) | -16% | 12% | -85% | 12% | -11% | -49%[inhibitor] | -15% | 54%[activator] | i
CCN(CC)C(=S)SC1=CCS(=O)(=O)C1 | -14% | 4% | 24% | -11% | -2% | i | -20% | -7% | i
O=C(Nc1ccc(F)cc1F)c1cc(-c2ccco2)on1 | -5% | 4% | 11% | 12% | -4% | -14% | 9% | 3% | i
O=C(O)[C@@H]1CCCN1S(=O)(=O)c1cccc(S(=O)(=O)N2CCC[C@H]2C(=O)O)c1 | -16% | -21% | 8% | -15% | 0% | 13% | -9% | -3% | i
CC(SC1=NCCN1S(=O)(=O)c1ccccc1)c1ccccc1 (stereo not given) | ? | 6% | ? | 14% | 1% | -19% | 18% | -6% | i
CC1(C)CC(=O)c2cc(OCC(=O)NCC3CCCO3)ccc2O1 (stereo not given) | -5% | 1% | 0% | 16% | -5% | 20%[57.5 µM] | -17% | 0% | i
CCN(CC)c1ccc(N2C(=O)/C(=C/c3ccccn3)SC2=S)cc1 | -15% | -5% | -11% | 31% | -1% | -20% | -22% | 4% | i
O=C1CS(=O)(=O)N(Cc2ccccc2F)c2ccc(Br)cc21 | 1% | -70%[inhibitor] | ? | 1% | ? | -38%[inhibitor] | -89%[inhibitor] | -14% | i
CCc1nnc(NS(=O)(=O)c2ccc(NC(=O)c3ccc(Cl)cc3)cc2)s1 | -9% | -9% | ? | 9% | 1% | -23% | -14% | 8% | i

Entries of single compounds from above. Screens in order: Abeta rescue, aSyn rescue, GLP-1R inv ag, FUS suppressor, Mm-Cpn inhibitor, PTHR1 agonist, TDP43 rescue, HEK293 tox, pAkt inh
`CC1CN(C(=S)SCC(=O)c2ccccc2)CC(C)O1` (stereo not given) is entered as -13%, -1%, ?, 1%, 2%, -4%, 1%, -17%, i
`O=C(Nc1ccc(F)cc1F)c1cc(-c2ccco2)on1` is entered as -5%, 4%, 11%, 12%, -4%, -14%, 9%, 3%, i
`Fc1ccc(C2c3[nH]c4ccccc4c3CCN2CCCn2cccn2)cc1` (stereo not given) is entered as -16%, 12%, -85%, 12%, -11%, -49%[inhibitor], -15%, 54%[activator], i
`O=C(O)[C@@H]1CCCN1S(=O)(=O)c1cccc(S(=O)(=O)N2CCC[C@H]2C(=O)O)c1` is entered as -16%, -21%, 8%, -15%, 0%, 13%, -9%, -3%, i

More entries
SMILES | Abeta rescue | aSyn rescue | GLP-1R inv ag | FUS suppressor | Mm-Cpn inhibitor | PTHR1 agonist | TDP43 rescue | HEK293 tox | pAkt inh
c1ccc(-c2nc3ccccc3s2)nc1 | 4%&-3% | -1%&8% | -9%&19% | 17%&5% | 0%&-2% | -17%&-24% | 0%&7% | -19%&4% | i
Cc1ccc(-n2nc3c(=O)n(CCCC(=O)NCc4ccco4)nc(C)c3c2C)cc1 | 1% | -5% | ? | -4% | 1% | i | 1% | -9% | i
Cc1cc(C(=O)N2CC(C)CC(C)C2)c(C)o1 (stereo not given) | -6% | 0%[1.84 µM] | -11% | -5% | 0% | i | 26% | -30% | i
CCCCC1CCC(C(=O)Nc2ccc(N3CCOCC3)cc2N2CCOCC2)CC1 (stereo not given) | 10% | 5%[1.84 µM] | 12% | 0% | 0% | i | ? | -12% | i
OCCCNc1ncnc2c1cnn2-c1ccc(Cl)cc1 | -23% | -7% | ? | -21% | -2% | -39%[inhibitor] | 12% | -7% | i
CCCOn1c(OCC(C)C)nc2ccccc2c1=O | -5% | -2% | ? | 20% | 1% | -9% | -20% | -9% | i
C/C(CC(=O)Nc1cccc2c1CCCC2)=N\NC(=O)c1cccc2ccccc12 | 2% | 5% | ? | nt | -1% | i | -5% | ? | i
CCCCN1C(=O)C(CC(=O)NCCc2ccccn2)CC(C(=O)N(CC)CC)=C1C (stereo not given) | -14% | -23% | 3% | -19% | nt | i | 9% | 5% | i
CCCN1CCC(=O)N([C@H](CSc2ccccc2)Cc2ccccc2)CC1 | 6% | -7% | ? | -26% | -1% | -12% | -2% | -3% | i
COc1cc(C(=O)N2CCCCC2)ccc1OCC(=O)Nc1ccc(F)cc1 | -3% | 7% | 3% | -9% | 0% | i | 8% | -52% | i
Cc1ccc(NC(=O)CSCc2ccco2)cc1 | 8% | 1% | 2% | 15% | -2% | -9% | -13%[0.397 µM] | -15% | i
COc1ccc(NC(=O)N2CCc3ccccc3C2)cc1OC | 6% | 4% | 3% | -5% | -4% | i | 20% | -7% | i
COc1cc(NC(=O)CSc2nnc(C)s2)cc(OC)c1OC | -24% | -2% | -3% | -2% | 1% | -4%[57.5 µM] | 26% | -9% | i

Results in TDP43 rescue, pAkt inh and PTHR1 agonist (two entries from above):
canonical_smiles	TDP43 rescue	pAkt inh	PTHR1 agonist
Cc1ccc(S(=O)(=O)Nc2ccc(Cl)cn2)cc1C	-15%[1.82 µM]	i	-14%
CC(C)NC(=O)CN1CCN(C(c2ccnc3ccccc23)c2nnnn2-c2ccc3c(c2)OCCO3)CC1 (stereo not given)	7%	i	-5%
